NALP1 yeast inh: blocks the NALP1 inflammasome reconstituted in yeast. hit rate 0.61% among 280,000. S. cerevisiae NALP1/ASC/caspase-1 growth, X-gal OD620, 72 h. inhibition, % at 10 µM; in the data active = inhibition mostly above about 24%, no sharp cut-off; inactive = mostly below about 32%; note: some compounds called inactive have numbers as strong as hits
GPR7 antag: blocks human GPR7 receptor signaling. inhibition, % at 4.4 µM. GPR7-expressing cells, fluorescence antagonist assay. hit rate 1.1% among 290,000; in the data active = inhibition above about 16%, passing the limit was not always enough;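 note: cells stimulated with the agonist NPW; 0% = agonist with vehicle and 100% = vehicle without agonist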
VIM-2 inhibitor: blocks Pseudomonas aeruginosa VIM-2 metallo-beta-lactamase | purified VIM-2, nitrocefin hydrolysis, epi-absorbance fluorescence | AID 1527 | hit rate 0.89% among 290,000 | inhibition, % at 5.6 µM;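 active = inhibition above the mean of all tested compounds plus 3 SD, cutoff set per screening run, cut at about 7.5% in these data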;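 note: red hydrolysis product quenches plate fluorescence so inhibitors raise well fluorescence; 0% = enzyme with DMSO and 100% = DMSO without enzyme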
IMP-1 inh: inhibitors of Pseudomonas aeruginosa IMP-1 metallo-beta-lactamase; purified IMP-1, nitrocefin hydrolysis, epi-absorbance fluorescence; inhibition, % at 5.6 µM; hit rate 0.45% among 290,000;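 active = inhibition above the mean plus 3 SD of all compounds in the same screening run, cut at about 4.5% in these data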;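 note: 0% = IMP-1 with DMSO and 100% = DMSO wells lacking enzyme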
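Assay system: purified IMP-1; Quantity: IMP-1 0.2 nM before substrate addition; Medium: HEPES buffer pH 7.1 with ZnSO4 and Brij 35; Incubation: 15 min enzyme–compound preincubation, then 25 min nitrocefin reaction, 25 °C; Signal: fluorescence quenching readout, ex 480/em 530 nm; Controls: DMSO with and without IMP-1; Repeats: singlicate testing.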
IDE act: IDE (human) activation, cell-based | P14735 | activation, % at 5.96 µM | hit rate 0.073% among 340,000 | HEK cells, FAbeta-B cleavage, fluorescence polarization; 0% vehicle, 100% cell-free pure enzyme wells;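 active = activation above the mean of all tested compounds plus 3 SD, set per screening campaign, cut at about 17% in these data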
IDE cell inh: inhibits human insulin-degrading enzyme in HEK cells | P14735 | FAbetaB cleavage, fluorescence polarization | inhibition, % at 5.59 µM | hit rate 0.41% among 320,000;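 active = percent inhibition above the average of all tested compounds plus 3 SD, set per screening campaign, cut at about 16% in these data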;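 note: IDE supplied by intact live HEK cells; FP after avidin binding of uncleaved biotin substrate so inhibition keeps polarization high; 0% = DMSO wells and 100% = 60 µM reference IDE inhibitor Ii1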
M18AAP inhibitor: blocks P. falciparum M18 aspartyl aminopeptidase. recombinant PfM18AAP, H-Glu-NHMec fluorogenic cleavage. inhibition, % at 7.35 µM. AID 1822. hit rate 1.2% among 290,000;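 active = inhibition above the campaign mean inhibition over all tested compounds plus 3 SD, cut at about 28% in these data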;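 note: 0% = plate median of test compound wells and 100% = 2 mM ZnCl2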
PHOSPHO1 block: blocks human PHOSPHO1 phosphatase activity; hit rate 1.1% among 290,000; inhibition, % at 13.3 µM; recombinant PHOSPHO1, absorbance phosphatase assay; in the data active = inhibition above about 60%
pCIP destab: compounds decreasing mouse p/CIP protein stability; Q05BA5; F442A p/CIP-EGFP cells, EGFP fluorescence, 16 h; decrease of EGFP signal, % at 10 µM; hit rate 0.01% among 290,000;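 active = EGFP signal decrease of at least 30% at 10 µM or well 3 SD below plate mean, unless failing retest; inactive = the rest, including hits failing retest or dose response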; note: some compounds called inactive have numbers as strong as hits; many of its hits are not listed in these tables
Target sequence (Q05BA5 1-1403): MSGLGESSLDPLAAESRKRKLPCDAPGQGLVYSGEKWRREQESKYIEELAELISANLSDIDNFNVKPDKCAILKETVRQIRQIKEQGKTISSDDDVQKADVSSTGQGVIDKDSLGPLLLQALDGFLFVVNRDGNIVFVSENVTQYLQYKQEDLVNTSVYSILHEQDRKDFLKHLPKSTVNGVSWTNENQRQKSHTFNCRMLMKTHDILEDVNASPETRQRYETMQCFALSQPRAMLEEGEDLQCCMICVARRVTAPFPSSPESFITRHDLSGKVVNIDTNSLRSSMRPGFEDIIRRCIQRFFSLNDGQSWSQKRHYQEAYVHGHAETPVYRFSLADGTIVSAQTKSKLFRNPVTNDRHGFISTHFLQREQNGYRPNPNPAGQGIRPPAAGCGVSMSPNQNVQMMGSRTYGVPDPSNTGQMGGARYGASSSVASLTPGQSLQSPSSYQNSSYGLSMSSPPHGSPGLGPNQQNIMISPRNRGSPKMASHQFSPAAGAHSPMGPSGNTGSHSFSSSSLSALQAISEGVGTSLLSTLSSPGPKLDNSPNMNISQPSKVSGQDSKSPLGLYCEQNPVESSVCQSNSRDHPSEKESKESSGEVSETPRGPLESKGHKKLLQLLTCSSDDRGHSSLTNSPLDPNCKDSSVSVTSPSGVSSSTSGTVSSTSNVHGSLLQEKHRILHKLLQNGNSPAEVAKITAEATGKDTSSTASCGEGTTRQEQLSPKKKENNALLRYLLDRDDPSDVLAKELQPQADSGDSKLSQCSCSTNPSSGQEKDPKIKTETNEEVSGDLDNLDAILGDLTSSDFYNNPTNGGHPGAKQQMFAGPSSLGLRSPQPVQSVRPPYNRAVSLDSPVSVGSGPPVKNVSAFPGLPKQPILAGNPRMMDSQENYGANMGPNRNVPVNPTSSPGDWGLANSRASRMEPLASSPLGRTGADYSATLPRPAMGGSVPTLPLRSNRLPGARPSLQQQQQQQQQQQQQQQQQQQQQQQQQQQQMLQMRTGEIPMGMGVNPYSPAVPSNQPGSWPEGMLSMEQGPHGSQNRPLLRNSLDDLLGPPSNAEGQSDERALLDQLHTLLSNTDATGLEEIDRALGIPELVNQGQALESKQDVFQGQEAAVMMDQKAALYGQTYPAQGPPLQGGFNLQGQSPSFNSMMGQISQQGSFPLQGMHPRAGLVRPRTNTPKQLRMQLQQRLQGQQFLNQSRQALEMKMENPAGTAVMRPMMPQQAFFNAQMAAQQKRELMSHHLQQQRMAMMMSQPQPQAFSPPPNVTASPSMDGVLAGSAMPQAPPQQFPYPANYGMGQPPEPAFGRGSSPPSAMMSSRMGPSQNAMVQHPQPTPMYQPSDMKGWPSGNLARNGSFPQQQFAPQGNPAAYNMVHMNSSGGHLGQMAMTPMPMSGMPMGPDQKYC
Starred values were filed as active, the others as inactive; x = no result given.

1) O=C(Nc1ccccc1)c1cccc(N2C(=O)C3C4CC(C(Br)C4Br)C3C2=O)c1 (centres undefined)
2) CC(C)(C)OC(=O)N1C[C@H](O)C[C@H]1C(=O)OCC(=O)c1ccc([N+](=O)[O-])cc1
3) Cc1nn(CC(=O)NCc2ccc(Cl)cc2)c(C)c1[N+](=O)[O-]
4) CCCNC(=O)C(=O)Nc1ccc(N(C)C)cc1
5) Cc1ccccc1OCC(=O)Nc1ccccc1-c1ccccc1NC(=O)COc1ccccc1C
6) COC(=O)c1ccc(COc2cccc(C)c2C)cc1
7) O=C(Cc1c[nH]c2ccccc12)Nc1ccc(N2CCOCC2)cc1
8) COC(=O)NCC(c1cccnc1)N1CCN(c2ccccc2)CC1 (centres undefined)

assay / compound	1	2	3	4	5	6	7	8
NALP1 yeast inh	19.9	20.3	12.2	-1.5	32.0	-1.1	23.8	5.6
GPR7 antag	12.8	-9.8	-0.4	-5.1	-10.1	3.8	1.6	-3.4
VIM-2 inhibitor	-1.2	0.9	0.5	-2.3	-1.8	-5.2	-1.4	0.6
IMP-1 inh	-2.9	1.4	-1.5	-4.4	1.3	-2.7	-3.7	-2.0
IDE act	3.5	1.7	-2.6	2.2	-2.0	8.1	4.7	4.8
IDE cell inh	2.5	3.0	0.0	2.0	0.8	-0.6	-0.3	3.2
M18AAP inhibitor	-5.5	21.5	-8.3	-0.5	0.9	6.1	3.5	3.9
PHOSPHO1 block	33.5	46.9	9.5	5.3	2.3	34.2	13.3	-7.7
pCIP destab	1.4	-1.2	4.6	8.2	0.1	-9.3	-8.0	2.6

9) CCCCc1ccc(S(=O)(=O)N2CCN(C(=O)c3ccco3)CC2)cc1
10) CCn1nc(C)cc1C(=O)N1CCCC(CCC(=O)NCc2ccccc2F)C1 (centres undefined)
11) O=C(CCC(=O)N1CCN(c2ccccc2)CC1)Nc1nnc(C2CCCCC2)s1
12) Cc1ccc(CCNC(=O)c2ccc(CS(=O)(=O)Cc3ccc(F)cc3)o2)cc1
13) Cc1ccc(NS(=O)(=O)c2cc(C(=O)N3CCOCC3)ccc2C)cc1
14) COc1ccc(NC(=O)CSc2n[nH]c(-c3ccncc3)n2)c([N+](=O)[O-])c1
15) C=CCn1c(Cc2cccs2)nnc1SC/C=C/c1ccccc1
16) Cc1c(N=Cc2ccc(Br)s2)cccc1[N+](=O)[O-]

assay / compound	9	10	11	12	13	14	15	16
NALP1 yeast inh	28.7	5.9	7.0	9.2	x	-12.9	34.5	11.8
GPR7 antag	11.3	-4.9	-5.2	-2.1	1.3	-20.3	4.2	16.2
VIM-2 inhibitor	-3.8	-2.0	0.0	0.1	-7.8	-1.8	-3.6	-1.1
IMP-1 inh	-2.7	-3.1	-2.6	-1.5	-7.1	-1.2	-5.2	-1.5
IDE act	2.4	0.3	3.1	4.2	-2.6	7.9	-0.8	1.2
IDE cell inh	-2.2	-0.5	5.8	3.5	3.1	x	-5.8	0.6
M18AAP inhibitor	-1.4	-15.1	-14.6	-3.6	0.2	2.2	2.5	-4.1
PHOSPHO1 block	-5.8	-3.1	15.7	43.7	-10.7	17.8	21.5	29.8
pCIP destab	-5.0	-7.7	-2.5	-26.4	3.8	-0.3	-5.5	-1.3

17) C=CCC1NS(=O)(=O)OC(CCc2ccccc2)C1O (centres undefined)
18) COCCn1c(C)cc(C(=O)Cn2nc(C(=O)O)c3ccccc3c2=O)c1C
19) Cc1cc(C)c(CN2CCN(Cc3ccc(C)o3)C(CCO)C2)c(-n2cccn2)c1 (centres undefined)
20) CSc1ccc(S(=O)(=O)NCCCOC(C)C)cc1
21) Cc1ccc(Sc2cc(N3CCOCC3)nc(-c3ccccc3)n2)cc1
22) CCOc1ccccc1NC(=O)N1CCCC1C(=O)Nc1ccc(-n2cnnn2)c(C)c1 (centres undefined)
23) COc1ccc(NC(=O)c2ccc(N3C(=O)C4CC=C(Cl)CC4C3=O)cc2)cc1 (centres undefined)
24) Cc1cccc(-n2c(Cn3nc(C)c([N+](=O)[O-])c3C)n[nH]c2=S)c1

assay / compound	17	18	19	20	21	22	23	24
NALP1 yeast inh	5.7	5.7	11.0	-0.6	2.2	5.1	10.7	15.8
GPR7 antag	-7.3	-9.8	23.0	-4.5	-8.2	-12.8	-8.0	5.7
VIM-2 inhibitor	-0.8	-4.2	-4.8	-2.0	-1.1	-4.0	-1.6	0.7
IMP-1 inh	-2.0	-1.6	-2.5	-0.4	-1.5	-2.6	0.2	-1.4
IDE act	3.3	3.1	4.9	4.8	-6.4	0.9	-3.2	-0.7
IDE cell inh	1.4	7.3	-7.5	1.2	4.2	-4.1	1.2	0.8
M18AAP inhibitor	-10.8	8.6	-0.4	0.9	28.3*	2.0	-5.3	7.9
PHOSPHO1 block	-52.4	-70.4	28.8	26.2	40.7	-32.1	19.2	-60.9
pCIP destab	-6.8	9.0	-17.2	-17.9	-8.1	-11.7	-4.3	4.3

25) CC(C)C(=O)N1CCN(C2=NS(=O)(=O)c3ccccc32)CC1
26) Cc1cc(C)n(S(=O)(=O)c2ccc(C)c(C)c2C)n1
27) COc1ccc(NC(=O)C(c2ccccc2)N(C)C(=O)c2ccc(=O)[nH]c2)cc1 (centres undefined)
28) COC(=O)/C(=C\Nc1ccccc1)NC(=O)c1ccc(Cl)cc1Cl
29) COc1ccc(OC)c(N/C(N)=N/c2nc(C)cc(C)n2)c1
30) O=S(=O)(Nc1cc(F)ccc1F)c1cccc2nsnc12

assay / compound	25	26	27	28	29	30
NALP1 yeast inh	11.3	x	34.8	0.9	6.2	0.3
GPR7 antag	-5.2	-5.9	0.7	0.1	17.5	-8.5
VIM-2 inhibitor	-1.9	-5.4	0.4	-1.1	2.0	0.0
IMP-1 inh	-2.8	0.0	0.8	-1.7	-0.9	-1.6
IDE act	2.3	2.3	2.9	5.7	0.1	4.2
IDE cell inh	1.8	5.5	0.5	1.1	2.4	-0.4
M18AAP inhibitor	-7.9	-12.8	-6.9	-2.5	-3.3	-2.2
PHOSPHO1 block	-20.9	-24.3	2.6	-3.6	-13.6	23.9
pCIP destab	-2.9	-20.4	-8.3	-12.2	3.6	2.2

Source: PubChem

The order is random; any-hit rate near 5.3%.
